PriA SSB inh: blocks PriA binding to SSB C-terminal tail; 430,000 compounds, 0.6% hits; AlphaScreen SSBct-PriA binding, biotinylated peptide; inhibition, % at 33 µM; in the data active means inhibition mostly above about 37%, no sharp cut-off; inactive means mostly below about 20%;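 further: plate controls were negative control peptide for no effect and reference peptide for full effect; strong numbers were not always called active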
* hit, by the source's call; & = joins results of further samples. This is a subset. The share of hits here may be higher or lower than overall.

SMILES	PriA SSB inh
CCOC(=O)CSC1=C(C#N)C(c2ccccc2Cl)C(C(=O)Nc2ccc(Cl)cc2)=C(C)N1 (stereo not given)	-2
O=c1c(NCc2ccc(F)cc2)nccn1-c1ccc(Br)cc1	-2
CC(=O)c1ccc(S(=O)(=O)N2CCN(c3ccc(-c4cccs4)nn3)CC2)cc1	-2
O=C(NCc1cnn2ccccc12)c1ccccn1	-11
O=S(=O)(NCCOc1ccc(-c2ccc(F)cc2)nn1)c1ccccc1C(F)(F)F	-3
CN(C)S(=O)(=O)N1CCN(CCn2ccnc2-c2ccccc2)CC1	-15
O=C(Nc1ccc2c(c1)CN(C(=O)c1cccs1)CC2)c1cc2ccccc2oc1=O	-2
Cc1cc(C(=O)N2CC(Oc3nc4c(C(F)(F)F)cccc4s3)C2)on1	-4
COc1cc(OC)cc(C(=O)Nc2nnc(SC)s2)c1	-5
COc1ccc(N(C)S(=O)(=O)c2ccsc2-c2nc(-c3cccnc3)no2)cc1Cl	-1
CN1CCN(n2c3c(c(SCC(=O)Nc4ccc(F)c(Cl)c4)nc2=O)CCCC3)CC1	-10
Cn1cc(NC(=O)NCc2ccc3c(c2)OCO3)c2ccccc21	17
COC(=O)c1ccccc1C(=O)N(CCN(C)C)c1nc2cc(C)cc(C)c2s1	29
O=C(NCCCn1ccnc1)c1cccc(Oc2ccccn2)c1	-5
c1cnc2c(SCc3ccncc3)cccc2c1	33
Cc1cc2nn(CC(=O)N3CCCc4ccccc43)c(=O)n2c(Nc2ccc(F)cc2)n1	-8
NC(=O)c1ccccc1OCC#CCNC(=O)Cn1cnc2ccccc2c1=O	-1
CC(CC(=O)NC(C)(C)C)=NNC(N)=S	-11
O=C(NN=Cc1ccncc1)c1ccccc1	-3
COc1c(C)cc(S(=O)(=O)NCC2CCN(C(C)C)CC2)cc1C	-4
Cc1cc(=O)[nH]c(-n2nc(-c3cccs3)cc2N)n1	-1
O=S(=O)(c1ccc(Br)cc1)N1CCNCC1	-18
Cc1ccc(-c2ccc(=O)n(CCCNC(=O)Nc3ccc(C(F)(F)F)cc3)n2)cc1	2
Nc1nonc1-n1nnc(C(=O)NN=Cc2ccccn2)c1-c1ccccc1	-2
CCCCCCOc1ccc(N2C(=O)CC(SC(N)=NN=C(C)c3cccs3)C2=O)cc1 (stereo not given)	18
CCN(CC)c1ccc(C=NN=C(c2ccccc2)c2ccccc2)c(O)c1	26
O=C(c1cccs1)N1CCN(c2ccc(Nc3ccncc3)nn2)CC1	-26
Cn1cc([C@@H](O)CNS(=O)(=O)c2ccc(OC(F)(F)F)cc2)c2ccccc21	7
COc1ccccc1[C@@H](O)Cn1cc(C(=O)N2CCN(C(=O)OC(C)(C)C)CC2)nn1	-10
O=C(NCc1ccc2c(c1)OCO2)Nc1ccccc1Cc1nc(C2CC2)no1	-2
O=C(O)C1CC=CCC1C(=O)NCCc1csc(-c2cccnc2)n1 (stereo not given)	-12
CCN(CC)C(=S)SCC(=O)NCCc1ccccc1	-7
O=C1OCC(=C(O)c2ccc(Cl)cc2)C1=O	-6
COc1ccccc1N1CCN(C(=O)CSc2nccn3nc(-c4ccc(Cl)cc4)cc23)CC1	-17&-15
COc1ccccc1OCC(=O)NCC1(c2cccs2)CC1	-16
COc1ccc(SCC2CCN(C(=O)c3cccc4ccccc34)CC2)cc1	23
O=C(c1ccco1)N1CCc2ccc(NS(=O)(=O)c3ccc(Cl)s3)cc2C1	-10&-4
O=c1c2sccc2nc(SCc2nc(-c3ccc4c(c3)OCO4)no2)n1-c1ccc(Cl)cc1	-7
COc1cccc(C2SCCN2C(=O)c2cc3ccccc3o2)c1 (stereo not given)	-68
O=C(NN=Cc1ccc(OCC(=O)N2CCCCC2)cc1)c1ccccc1O	5
Cn1c(=NC(=O)/C=C/c2cccs2)sc2cc(Cl)ccc21	-13
O=C(NN=Cc1ccccn1)c1cc([N+](=O)[O-])cc([N+](=O)[O-])c1	18
O=C(CNc1n[nH]c(=O)[nH]c1=O)NN=Cc1ccccc1	-5
CCOc1cccc2sc(NCc3ccccc3)nc12	20
Cn1nc(-c2ccc(F)cc2)cc1C(=O)NCc1ccc(C(=O)c2ccco2)s1	-7
Cc1cccc(CC(=O)Nc2ccc3c(c2)N(CCC(C)C)C(=O)C(C)(C)CO3)c1	25
Cc1ccc2nc(SCc3ccc(F)cc3)[nH]c2c1	-13
Cc1noc(C)c1S(=O)(=O)N(Cc1ccsc1)Cc1ccco1	-13
CCOC(=O)C1CCN(C(=O)Cn2cnc(-c3ccc(OC)cc3)cc2=O)CC1	-6
Cc1cc2oc(C(=O)Nc3ccc(S(=O)(=O)Nc4onc(C)c4C)cc3)c(C)c2cc1C	-22&-5
O=C(COc1cccc2ccccc12)NN=Cc1ccccc1OCc1ccc(C(=O)O)cc1	15
O=S(=O)(NCCNc1ccc(-n2cccc2)nn1)c1cccs1	0
C/C(=C/C(=O)O)C(=O)Nc1cccc(Cl)c1C	-13
CN(CC1Cc2ccccc2CO1)C(=O)c1cnccn1 (stereo not given)	-8
CC(=O)Nc1ccc(S(=O)(=O)NC[C@H](O)c2csc3ccccc23)cc1	-14
CCOc1ccc(-c2ccc(=O)n(CCNC(=O)NCc3ccccc3)n2)cc1	-4
COc1ccc(S(=O)(=O)C(CNC(=O)c2cccs2)c2cccs2)cc1 (stereo not given)	-13
O=C(Cc1ccccc1)NN=Cc1ccccc1OCc1ccc(Cl)cc1	-10
Cc1cc(N)n(-c2ncnc3c2cnn3-c2cccc(C)c2C)n1	10
CC(C)N1CCC(CNC(=O)c2ccc(C#N)cc2)CC1	-11

Later entries
SMILES	PriA SSB inh
COc1ccc(-c2cc(-c3ccc(F)cc3)nc3sc(C(N)=O)c(N)c23)cc1	-21&-9
COc1ccccc1CCNC(=O)Cc1csc(Nc2ccc(F)cc2)n1	3
O=C(NCc1cccs1)NCC1CC(=O)N(c2ccc(Cl)cc2)C1 (stereo not given)	-6
Cc1noc(C)c1CCC(=O)Nc1ccccc1Cc1nc(-c2ccco2)no1	-14
CCOC(=O)CC(C)=NNC(=O)CNc1cccc(Cl)c1C	5
Cc1noc(CNC(=O)c2cc(-c3ccco3)on2)n1	7
O=C(CSc1nc2ccccc2n2cnnc12)Nc1cc(C(F)(F)F)ccc1Cl	-6
O=S(=O)(NCCOc1cccc(C(F)(F)F)c1)c1ccc(Cl)cc1	-24&-18
O=C(NCCCn1nc(-c2ccccc2)ccc1=O)c1ccc2ccccc2n1	-7
CC1CN(S(=O)(=O)c2c(Cl)cccc2Cl)CC(C)O1 (stereo not given)	-15
CC12CCC3c4ccc(O)cc4CCC3C1C/C(=C\c1ccc(Cl)cc1)C2O (stereo not given)	9
O=C(CCOc1ccccc1)Nc1nnc(-c2ccc(Cl)s2)o1	2
Cc1ccc2nc(C3CN(C(=O)NCc4cccs4)C3)[nH]c2c1	12
O=C(NCC(O)(c1ccccc1)C1CC1)C(=O)Nc1ccc2c(c1)OCCO2 (stereo not given)	10
O=C(Nc1ccccc1-c1ccc(=O)[nH]n1)c1ccncc1	-12
O=C(NCCc1ccccc1)C1CCN(c2ccc(-c3ccco3)nn2)CC1	1
Cc1[nH]n(-c2cccc3ccccc23)c(=O)c1C=Nc1sc2c(c1C#N)CCC2	5
CC(C)CCOc1cccc(OCC(=O)NCC(=O)O)c1	-5
CCOC(=O)N1CCN(C(c2ccccc2Cl)c2sc3nc(C)nn3c2O)CC1 (stereo not given)	-4
Cc1cc2ncn(CC3CCN(C(=O)c4ccccc4Br)CC3)c2cc1C	-11
O=C(N1CCOCC1)N1CCN(c2cccc(Cl)c2)CC1	8
CCn1nccc1C(=O)N(Cc1ccccc1)c1nc2cc(C)cc(C)c2s1	-10
COc1ccc(-c2csc3ncnc(SCC(=O)Nc4nc(-c5ccccc5)ns4)c23)cc1	-15&-4
CCOc1ccc2nc(SCCOc3ccccc3)[nH]c2c1	-8
CCC(=NNc1ccccc1)c1c(O)n(-c2ccc(OC)cc2)c(=O)[nH]c1=O	-6
O=S(=O)(c1ccccc1Cl)N(CCc1cccs1)Cc1ccoc1	-2
O=S(=O)(Cc1ccccc1Cl)NCC(O)(c1ccco1)C1CC1 (stereo not given)	-2
O=C(NN=Cc1c(Cl)cccc1Cl)c1cccc(F)c1	-13
Cc1nn(-c2ccccc2)c(Cl)c1C=NNC(=O)c1ccc(CNc2ccccc2)o1	-20
Cc1oc(-c2cccc(Cl)c2)nc1CSc1nc2ccccc2c(=O)n1C	0
O=C(NCCCS(=O)(=O)N1CCN(c2ccccc2F)CC1)c1ccccc1Cl	-2
Cn1c2c(c(=O)n(C)c1=O)C(c1cccc(C(F)(F)F)c1)C1C(=O)CC(C)(C)CC1=N2 (stereo not given)	-7
O=C(CCCc1ccccc1)N1CCN(c2ccc(-c3ccc4c(c3)OCO4)nn2)CC1	0
Cc1ccccc1-c1nsc(SCC(=O)N2CCCCC2)n1	-22
COC(=O)c1ccc(C(=O)NC[C@H](O)c2ccc3c(c2)CCO3)cc1	-10
Cn1c(C2CCN(S(C)(=O)=O)CC2)nn(CC(=O)N2CCOCC2)c1=O	-1
O=c1c(SCc2ccccc2Cl)nccn1-c1ccc2c(c1)OCCO2	-6
C=CCN1C(=O)C(C)(C)COc2cc(NS(=O)(=O)CCC)ccc21	-16
C=C(Br)Cn1c(Cc2cccc3ccccc23)nc2ccccc21	-18
Cc1nc(-c2cccc(NC(=O)c3ccc(N4CCOCC4)nn3)c2)cs1	14
O=C(CCc1ccccc1Br)N1CC(n2ccnn2)C1	-11
O=C(NC[C@H]1CC(=O)N(c2ccc3c(c2)OCO3)C1)Nc1c(F)cccc1F	3
CCn1nccc1C(=O)N(CCCN(C)C)c1nc2ccc(F)cc2s1	-1
Cc1nc(NCCNC(=O)Nc2ccc(F)cc2F)cc(-n2ccnc2C)n1	-8
O=C(NCc1ccc(C(O)c2cccs2)s1)C(=O)Nc1ccc2c(c1)OCCO2 (stereo not given)	7
COc1ccc(C2=NN(S(=O)(=O)c3ccc(C)cc3)C(c3cn(-c4ccccc4)nc3-c3ccccc3)C2)cc1OC (stereo not given)	-1
CC1=CC(=C2C(=O)NC(=S)NC2=O)C=C(C(F)(F)F)N1CCN1CCOCC1	2
CSc1ccc([C@@H](O)CNC(=O)Nc2cccs2)cc1	15
COc1ccc(C(=O)NCc2nnc(SCc3ccc(C(F)(F)F)cc3)n2C2CCCCC2)cc1	5
CCc1ccc(C(=O)NC2CCc3n[nH]c(=O)cc3C2)cc1 (stereo not given)	-13
CCOc1ccccc1NC(=O)CSc1nccn2nc(-c3ccccc3OC)cc12	-4
CCOc1cc(C=NNC(=O)c2ccc(=O)n(C)c2)ccc1O	-9
COc1cc2nc(N)sc2cc1OC	2
CCOC(=O)c1sc2nc(NC(=O)CCc3ccccc3)sc2c1C	-2
COc1ccc(OC)c2sc(N(Cc3ccccn3)C(=O)c3ccc(N4C(=O)CCC4=O)cc3)nc12	-8
O=C(NCc1ccccc1)/C(=C\c1ccccc1Cl)NC(=O)c1ccc([N+](=O)[O-])cc1	8
Cc1cc(-c2cccs2)nn1CCNC(=O)c1ccc(Br)o1	-9
CC(=O)N1CCN(c2cc(-n3cccc3)ncn2)CC1	8
Cc1nc2sccn2c(=O)c1NC(=O)c1ccccn1	5
CCOc1ccccc1C(=O)N1CCN(c2ccc(-c3noc(C(F)(F)F)n3)cn2)CC1	-2

Some of the entries so far, bar-delimited:
Structure | PriA SSB inh
CCOc1ccccc1NC(=O)CSc1nccn2nc(-c3ccccc3OC)cc12 | -4
O=C(NCc1ccccc1)/C(=C\c1ccccc1Cl)NC(=O)c1ccc([N+](=O)[O-])cc1 | 8
Cc1cc(-c2cccs2)nn1CCNC(=O)c1ccc(Br)o1 | -9

Entries listed so far that have an aryl thioether with sulfur outside any ring (16):
SMILES	PriA SSB inh
COc1cc(OC)cc(C(=O)Nc2nnc(SC)s2)c1	-5
CN1CCN(n2c3c(c(SCC(=O)Nc4ccc(F)c(Cl)c4)nc2=O)CCCC3)CC1	-10
c1cnc2c(SCc3ccncc3)cccc2c1	33
COc1ccccc1N1CCN(C(=O)CSc2nccn3nc(-c4ccc(Cl)cc4)cc23)CC1	-17&-15
COc1ccc(SCC2CCN(C(=O)c3cccc4ccccc34)CC2)cc1	23
O=c1c2sccc2nc(SCc2nc(-c3ccc4c(c3)OCO4)no2)n1-c1ccc(Cl)cc1	-7
Cc1ccc2nc(SCc3ccc(F)cc3)[nH]c2c1	-13
O=C(CSc1nc2ccccc2n2cnnc12)Nc1cc(C(F)(F)F)ccc1Cl	-6
COc1ccc(-c2csc3ncnc(SCC(=O)Nc4nc(-c5ccccc5)ns4)c23)cc1	-15&-4
CCOc1ccc2nc(SCCOc3ccccc3)[nH]c2c1	-8
Cc1oc(-c2cccc(Cl)c2)nc1CSc1nc2ccccc2c(=O)n1C	0
Cc1ccccc1-c1nsc(SCC(=O)N2CCCCC2)n1	-22
O=c1c(SCc2ccccc2Cl)nccn1-c1ccc2c(c1)OCCO2	-6
CSc1ccc([C@@H](O)CNC(=O)Nc2cccs2)cc1	15
COc1ccc(C(=O)NCc2nnc(SCc3ccc(C(F)(F)F)cc3)n2C2CCCCC2)cc1	5
CCOc1ccccc1NC(=O)CSc1nccn2nc(-c3ccccc3OC)cc12	-4

Further results.
SMILES	PriA SSB inh
COc1cc2c(cc1OC)C(C(C#N)=NO)=NC(C)(C)C2	-1
COC(=O)NN=Cc1cn(Cc2ccccc2Cl)c2ccccc12	-1
CCCOc1cccc(C2C(=C(O)c3ccc4c(c3)CC(C)O4)C(=O)C(=O)N2CCN2CCOCC2)c1 (stereo not given)	-3
O=C(NN=Cc1ccco1)Nc1ccccc1	16
COc1ccc2oc(=NO)c(C(=O)Nc3ccccc3OC)cc2c1	16
CC(=O)Oc1cccc(C=NNC(=O)C(=O)NN=Cc2cccc(OC(C)=O)c2)c1	-4
O=C(NCCC(O)C1CC1)C(=O)Nc1cccc(N2CCCC2=O)c1 (stereo not given)	-14

Source: PubChem
